p-CIP stab down = compounds decreasing mouse p/CIP protein stability; F442A p/CIP-EGFP cells, EGFP fluorescence, 16 h; AID 1984; Q05BA5; decrease of EGFP signal, % at 10 µM; actives 0.01% (n = 290,000);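 active = EGFP signal decrease of at least 30% at 10 µM or well 3 SD below plate mean, unless failing retest; inactive = the rest, including hits failing retest or dose response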; note: some compounds called inactive have numbers as strong as hits; many of its hits are not listed in these tables
IDE act = IDE (human) activation, cell-based. P14735. HEK cells, FAbeta-B cleavage, fluorescence polarization; 0% vehicle, 100% cell-free pure enzyme wells. activation, % at 5.96 µM. actives 0.073% (n = 340,000). AID 493087;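 active = activation above the mean of all tested compounds plus 3 SD, set per screening campaign, cut at about 17% in these data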
Target sequence (P14735 whole entry, looked up): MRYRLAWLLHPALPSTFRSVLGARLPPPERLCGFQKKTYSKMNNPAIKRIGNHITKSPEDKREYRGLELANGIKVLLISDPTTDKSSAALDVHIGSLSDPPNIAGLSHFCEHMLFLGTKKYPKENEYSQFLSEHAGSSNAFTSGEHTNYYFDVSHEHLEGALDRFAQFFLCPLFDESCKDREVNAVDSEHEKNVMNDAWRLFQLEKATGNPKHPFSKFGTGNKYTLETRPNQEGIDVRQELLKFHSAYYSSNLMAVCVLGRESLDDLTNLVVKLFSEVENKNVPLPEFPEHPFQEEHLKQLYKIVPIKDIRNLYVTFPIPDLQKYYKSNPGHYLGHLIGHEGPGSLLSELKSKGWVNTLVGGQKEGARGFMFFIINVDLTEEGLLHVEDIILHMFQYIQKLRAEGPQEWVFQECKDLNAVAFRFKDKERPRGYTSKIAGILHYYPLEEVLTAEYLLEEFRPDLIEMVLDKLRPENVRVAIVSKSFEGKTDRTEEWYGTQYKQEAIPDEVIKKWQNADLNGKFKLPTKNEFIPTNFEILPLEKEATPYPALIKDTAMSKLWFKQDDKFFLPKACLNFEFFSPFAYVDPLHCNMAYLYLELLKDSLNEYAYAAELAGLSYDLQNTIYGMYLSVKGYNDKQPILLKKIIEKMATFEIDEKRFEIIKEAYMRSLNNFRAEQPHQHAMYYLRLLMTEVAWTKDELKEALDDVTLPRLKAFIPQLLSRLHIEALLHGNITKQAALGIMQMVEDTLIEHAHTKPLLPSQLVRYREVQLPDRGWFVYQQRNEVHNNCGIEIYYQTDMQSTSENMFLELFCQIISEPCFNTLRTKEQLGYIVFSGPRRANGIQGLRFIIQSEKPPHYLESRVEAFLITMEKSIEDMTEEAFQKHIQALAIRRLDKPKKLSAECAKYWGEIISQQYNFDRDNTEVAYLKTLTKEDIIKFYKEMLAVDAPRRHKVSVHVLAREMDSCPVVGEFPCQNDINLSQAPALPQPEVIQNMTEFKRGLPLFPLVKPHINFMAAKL
PfM18AAP inh = blocks P. falciparum M18 aspartyl aminopeptidase | AID 1822 | inhibition, % at 7.35 µM | actives 1.2% (n = 290,000) | recombinant PfM18AAP, H-Glu-NHMec fluorogenic cleavage;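 active = inhibition above the campaign mean inhibition over all tested compounds plus 3 SD, cut at about 28% in these data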;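 note: 0% = plate median of test compound wells and 100% = 2 mM ZnCl2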
VIM-2 inhibitor = blocks Pseudomonas aeruginosa VIM-2 metallo-beta-lactamase. actives 0.89% (n = 290,000). purified VIM-2, nitrocefin hydrolysis, epi-absorbance fluorescence. inhibition, % at 5.6 µM;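 active = inhibition above the mean of all tested compounds plus 3 SD, cutoff set per screening run, cut at about 7.5% in these data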;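 note: red hydrolysis product quenches plate fluorescence so inhibitors raise well fluorescence; 0% = enzyme with DMSO and 100% = DMSO without enzyme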
IMP-1 inhibitor = blocks Pseudomonas aeruginosa IMP-1 metallo-beta-lactamase; purified IMP-1, nitrocefin hydrolysis, epi-absorbance fluorescence; AID 1556; inhibition, % at 5.6 µM; actives 0.45% (n = 290,000);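 active = inhibition above the mean plus 3 SD of all compounds in the same screening run, cut at about 4.5% in these data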;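 note: 0% = IMP-1 with DMSO and 100% = DMSO wells lacking enzyme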
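Test system: recombinant IMP-1 enzyme, purified / Medium: HEPES buffer pH 7.1 with ZnSO4 and Brij 35 / Doses: single dose, 5.6 µM / Times: 25 °C, 15 min preincubation, 25 min reaction / Detection: Epi-absorbance via hydrolysed-nitrocefin quenching of white-plate fluorescence, 480/530 nm, EDTA stop / Evaluation: percent inhibition from optical density relative to buffer-blank wells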
FID counter = displaces DNA intercalator in HCV helicase counter-screen. DNA fluorescent intercalator displacement, fluorescence. inhibition, % at 7.9 µM. actives 0.17% (n = 290,000); in the data active = inhibition above about 37%;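 note: 0% = vehicle and 100% = reference compound; higher means more ethidium bromide displaced from hairpin DNA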
SUMO HTRF inh = inhibitors of human SUMOylation (UBC9); inhibition, % at 35 µM; HTRF SUMOylation assay, SAE1/SAE2 + UBC9, in vitro; actives 0.36% (n = 290,000); P63279; in the data active = inhibition above about 50%, passing the limit was not always enough; note: strong numbers were not always called active
IDE cell inh = inhibitors of human insulin-degrading enzyme in cells; P14735; AID 434962; actives 0.41% (n = 320,000); HEK cells, FAbetaB cleavage, fluorescence polarization; inhibition, % at 5.59 µM;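 active = percent inhibition above the average of all tested compounds plus 3 SD, set per screening campaign, cut at about 16% in these data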;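 note: IDE supplied by intact live HEK cells; FP after avidin binding of uncleaved biotin substrate so inhibition keeps polarization high; 0% = DMSO wells and 100% = 60 µM reference IDE inhibitor Ii1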
NS3 helicase inh = blocks Hepatitis C virus NS3 helicase unwinding; inhibition, % at 10.9 µM; actives 0.56% (n = 290,000); NS3 helicase DNA unwinding, Cy5 molecular beacon fluorescence;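 active = inhibition above the mean of all tested compounds plus 3 SD, set per campaign, cut at about 35% in these data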;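 note: 0% = DMSO wells and 100% = thioflavine S control wells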
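Test system: hepatitis C virus NS3 helicase domain fragment enzyme. Also added: annealed dual-labelled DNA beacon duplex, ATP-started. Timing: 60 min unwinding reaction at 25 °C after ATP addition. Technique: Cy5 fluorescence. Measure: % inhibition of unwinding.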
* marks the source's active call; other numbers are inactive results.

1: c1ccc(Cn2nnc3c(N4CCC5(CC4)OCCO5)ncnc32)cc1
2: CCOC(=O)CC(=O)CSc1nc(-c2ccccc2)cc(-c2ccccc2)c1C#N
3: O=C(CCC1CCCCC1)NNC(=O)NC12CC3CC(CC(C3)C1)C2
4: CC[n+]1c(/C=C/c2ccc(OC)c(OC)c2)ccc2ccccc21
5: CC(=O)Oc1ccc(C(=O)O)c(OC(C)=O)c1
compound no.	1	2	3	4	5
p-CIP stab down	-6	-20	1	-22	-4
IDE act	0	4	1	2	-1
PfM18AAP inh	4	3	3	4	0
VIM-2 inhibitor	-2.9	-5.2	-7.3	2.2	-3.0
IMP-1 inhibitor	-1.8	-0.7	-6.4	-0.1	-2.6
FID counter	-16	-12	-32	3	2
SUMO HTRF inh	20	13	4	4	4
IDE cell inh	7	2	-1	5	-2
NS3 helicase inh	-8	22	2	0	-1

6: COCCNC(=O)/C(C#N)=C/c1cccc(NC(=O)c2ccccc2Cl)c1
7: CC(=O)Nc1ccc2c(c1)C(=O)c1ccccc1C2=O
8: CNC(=O)OC(C)CNS(=O)(=O)c1ccc(C)cc1 (configuration not stated)
9: COC(=O)c1c(NC(=O)COC(=O)c2ccc(O)cc2)sc2c1CCCCC2
10: CC1CCN(CCNC(=O)c2ccc(NC(=O)C3CCCO3)cc2)CC1 (configuration not stated)
compound no.	6	7	8	9	10
p-CIP stab down	-10	6	1	-6	5
IDE act	-4	8	-4	-3	5
PfM18AAP inh	19	1	-9	-11	-1
VIM-2 inhibitor	-1.8	2.2	-0.1	0.8	-0.1
IMP-1 inhibitor	-3.5	-3.6	-1.4	-1.6	-2.4
FID counter	-1	11	-2	-2	1
SUMO HTRF inh	17	1	-8	-14	5
IDE cell inh	-5	-2	-1	-2	7
NS3 helicase inh	4	3	8	20	10

11: COCCCNC(=O)C(=O)Nc1cc2c3c(c1)CCN3C(=O)CC2
12: O=C(C[n+]1cc(-c2ccc(Cl)c(Cl)c2)n2c1CCC2)N1c2ccccc2Sc2ccccc21
13: O=C(CSc1nc2ccccc2o1)NC(=O)NCc1ccco1
14: Cc1nc(NN)nc(NCc2ccccc2)n1
15: COc1ccc(OC)c(C(=O)COC(=O)c2ccccc2O)c1
compound no.	11	12	13	14	15
p-CIP stab down	-7	4	3	-7	-5
IDE act	6	1	3	1	2
PfM18AAP inh	-12	3	-15	11	4
VIM-2 inhibitor	-0.6	-4.9	1.4	-2.9	-3.3
IMP-1 inhibitor	0.8	-5.0	-0.2	-3.2	-0.4
FID counter	-8	12	-9	-24	0
SUMO HTRF inh	15	2	4	7	-12
IDE cell inh	0	2	-2	2	-1
NS3 helicase inh	4	-77	3	5	3

16: O=C(CN1CCN(Cc2ccccc2)CC1)N/N=C\C=C/c1ccco1
17: CCOC(=O)C1=C(C)N(C)C(=O)C1CC(=O)O (configuration not stated)
18: O=C(CN1CCC(C(=O)c2ccc3c(c2)OCCO3)CC1)NC1CCCC1
19: CCCC(C)C(=O)N(Cc1ccccc1)c1ccccn1 (configuration not stated)
20: CC(=O)Nc1cccc(NC(=O)COc2ccc3c(c2)OCO3)c1
compound no.	16	17	18	19	20
p-CIP stab down	8	2	-6	-6	-5
IDE act	3	3	6	-3	8
PfM18AAP inh	11	5	3	7	-14
VIM-2 inhibitor	-2.4	-0.6	-4.1	-1.8	2.7
IMP-1 inhibitor	-5.4	-6.7	-3.0	-6.5	-0.5
FID counter	-8	-8	-6	-18	-10
SUMO HTRF inh	12	-12	20	12	18
IDE cell inh	10	4	-1	5	-5
NS3 helicase inh	-5	1	-5	1	-11

Quoted at random: 5 compounds from above.
19: CCCC(C)C(=O)N(Cc1ccccc1)c1ccccn1 (configuration not stated)
20: CC(=O)Nc1cccc(NC(=O)COc2ccc3c(c2)OCO3)c1
16: O=C(CN1CCN(Cc2ccccc2)CC1)N/N=C\C=C/c1ccco1
18: O=C(CN1CCC(C(=O)c2ccc3c(c2)OCCO3)CC1)NC1CCCC1
17: CCOC(=O)C1=C(C)N(C)C(=O)C1CC(=O)O (configuration not stated)
compound no.	19	20	16	18	17
p-CIP stab down	-6	-5	8	-6	2
IDE act	-3	8	3	6	3
PfM18AAP inh	7	-14	11	3	5
VIM-2 inhibitor	-1.8	2.7	-2.4	-4.1	-0.6
IMP-1 inhibitor	-6.5	-0.5	-5.4	-3.0	-6.7
FID counter	-18	-10	-8	-6	-8
SUMO HTRF inh	12	18	12	20	-12
IDE cell inh	5	-5	10	-1	4
NS3 helicase inh	1	-11	-5	-5	1

Other structures
21: COc1ccc(-c2nnc(SCCC(=O)O)n2C)cc1OC
22: O=C(Nc1ccc2c(c1)N(Cc1ccccc1)C(=O)c1ccccc1S2)NC1CC1
23: COC(CNC(=O)Cn1ncc2ccsc2c1=O)OC
24: CCOC(=O)c1cnn(-c2ccccc2)c1-n1cccc1C(=O)C(=O)Nc1ccccc1C(F)(F)F
25: CC(CCc1ccccc1)NC(=O)CCC(=O)N1CCC(C(N)=O)CC1 (configuration not stated)
compound no.	21	22	23	24	25
p-CIP stab down	9	-10	-5	-14	10
IDE act	-3	-2	5	6	1
PfM18AAP inh	-6	10	-9	9	-2
VIM-2 inhibitor	-0.4	-1.8	-0.8	3.5	-0.5
IMP-1 inhibitor	-2.2	-3.0	-1.6	1.1	-2.0
FID counter	0	-19	0	-10	-3
SUMO HTRF inh	8	-7	6	-26	4
IDE cell inh	-6	5	-6	3	-1
NS3 helicase inh	10	0	-6	13	7

26: CCOc1cc(C2NN=C(c3ccc(C)cc3)S2)ccc1O (configuration not stated)
27: O=C(NCCO)C(=O)Nc1cc2c3c(c1)CCC(=O)N3CCC2
28: Cc1ccc(C(=O)COC(=O)CCc2ccc(S(=O)(=O)N3CCCCC3)cc2)cc1
29: CCOC(=O)C1(Cc2ccccc2C(F)(F)F)CCN(C2CCCC2)CC1
30: CC(=N/O)/C(C)=N\NC(=O)c1ccccn1
compound no.	26	27	28	29	30
p-CIP stab down	-10	2	-8	-5	4
IDE act	4	-3	-4	2	1
PfM18AAP inh	-5	-6	-8	3	4
VIM-2 inhibitor	0.0	-2.6	-1.8	-3.1	-6.5
IMP-1 inhibitor	-0.3	-3.4	-3.6	-2.7	-8.8
FID counter	-15	-9	-2	6	-8
SUMO HTRF inh	25	22	4	-2	17
IDE cell inh	0	13	4	-1	-6
NS3 helicase inh	-1	21	-2	-9	2

31: COc1cccc(CN2CC(C(=O)NCCN3CCOC3=O)CCC2=O)c1 (configuration not stated)
32: Cc1cccc(C)c1NC(=O)CSc1nnc(NC(=O)CN2CCOCC2)s1
33: COc1ccc([N+](=O)[O-])cc1NC(=O)CSCc1ccccc1
34: CCCNC(=S)N1CCC(NC(=O)C23CC4CC(CC(C4)C2)C3)CC1
35: COc1cccc(N2C(=O)C(c3ccccc3)=C(c3nc4ccccc4s3)C2NC(C)=O)c1 (configuration not stated)
compound no.	31	32	33	34	35
p-CIP stab down	-3	-6	0	-7	-16
IDE act	-3	2	5	-2	1
PfM18AAP inh	0	1	-4	1	2
VIM-2 inhibitor	-1.6	-2.4	0.6	-2.8	-1.8
IMP-1 inhibitor	-2.5	-2.2	-2.6	-2.6	1.9
FID counter	4	2	8	-20	-3
SUMO HTRF inh	7	0	-13	-11	-22
IDE cell inh	0	-1	2	3	-4
NS3 helicase inh	0	-9	-5	2	-6

36: Cc1ccccc1OCc1csc(N)n1
37: COCCNc1ccc(-c2nn(C)c(=O)c3ccccc23)cc1[N+](=O)[O-]
38: CSc1ccc(CNCCN2CCOCC2)cc1
39: O=C(N/N=C/c1ccccc1O)C(=O)Nc1ccccn1
40: Cn1cc(/C=C(\C(=O)O)C(C(=O)O)=C2CCCCC2)c2ccccc21
compound no.	36	37	38	39	40
p-CIP stab down	6	-3	4	-1	34
IDE act	-1	4	7	4	9
PfM18AAP inh	-6	-2	-4	9	3
VIM-2 inhibitor	-1.5	1.7	-1.3	-4.1	9.5*
IMP-1 inhibitor	-0.1	-2.2	-2.3	-2.2	11*
FID counter	-2	-11	4	-6	-33
SUMO HTRF inh	-12	12	4	11	-2
IDE cell inh	-3	10	2	2	0
NS3 helicase inh	6	8	5	8	2

41: C=CCN(CC=C)C(=O)CN1C(=O)c2ccccc2C1=O
42: COc1ccc(S(=O)(=O)N2CCN(C(=O)C3CCCCC3)CC2)cc1
43: CCCCn1nnnc1NCc1ccc(OC)c(OC)c1
44: OCC1(CCOc2ccccc2)CCN(Cc2ccc(OC(F)F)cc2)CC1
45: O=C(O)CCc1ccc(-c2cccs2)o1
compound no.	41	42	43	44	45
p-CIP stab down	-8	-7	-4	0	-6
IDE act	3	3	0	-1	-4
PfM18AAP inh	-5	1	0	-6	-3
VIM-2 inhibitor	-1.2	-3.6	-3.4	-1.8	-0.9
IMP-1 inhibitor	-1.2	-3.6	-3.5	-2.3	-1.0
FID counter	1	-29	-6	6	-7
SUMO HTRF inh	-12	-1	-5	11	13
IDE cell inh	3	4	-4	-6	0
NS3 helicase inh	1	-2	3	-32	18

46: CN(C)S(=O)(=O)c1cc(NC(=O)CN2CCN(c3ccc(O)cc3)CC2)ccc1Cl
47: O=C(CCOc1ccccc1)Nc1ccnn1C1CCN(Cc2ccc(CO)o2)CC1
48: c1ccc(-n2cc(CN3CCCC3)c(-c3ccc4c(c3)OCO4)n2)cc1
49: COc1ccc(/C=C/C(=O)NCC(c2ccc(F)cc2)N2CCOCC2)cc1OC (configuration not stated)
50: CCC(C)NC(=O)NCc1ccccc1F (configuration not stated)
51: c1ccc(CSc2nnnn2-c2cccc3ccccc23)nc1
52: O=C(CCC(=O)Nc1ccccc1Cl)NNC(=O)c1ccccc1[N+](=O)[O-]
53: CCn1c(O)c(C=Nc2ccccc2)n(-c2ccccc2)c1=S
compound no.	46	47	48	49	50	51	52	53
p-CIP stab down	-11	-3	6	-7	2	1	13	-5
IDE act	5	3	1	5	-2	0	-4	3
PfM18AAP inh	27	5	2	1	-13	-18	-15	-2
VIM-2 inhibitor	-3.3	0.6	-1.0	-3.6	-1.6	1.3	-0.8	6.8
IMP-1 inhibitor	-1.9	1.0	0.1	-3.4	-2.5	1.1	-1.4	-0.8
FID counter	-4	8	12	-26	-2	-14	0	-6
SUMO HTRF inh	11	6	11	21	7	4	4	-6
IDE cell inh	-8	-2	7	4	-4	-5	1	-1
NS3 helicase inh	22	-26	-17	6	0	3	0	0
